GPR151 ag = activators of human GPR151; Q8TDV0; PathHunter beta-arrestin GPR151 cells, luminescence; activation, % at 11.2 µM; 1% of 650,000 active; AID 1508602; in the data active = activation above about 4.9%;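 note: 0% = median of compound wells and 100% = cells with positive control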
Target sequence (Q8TDV0 whole entry, looked up): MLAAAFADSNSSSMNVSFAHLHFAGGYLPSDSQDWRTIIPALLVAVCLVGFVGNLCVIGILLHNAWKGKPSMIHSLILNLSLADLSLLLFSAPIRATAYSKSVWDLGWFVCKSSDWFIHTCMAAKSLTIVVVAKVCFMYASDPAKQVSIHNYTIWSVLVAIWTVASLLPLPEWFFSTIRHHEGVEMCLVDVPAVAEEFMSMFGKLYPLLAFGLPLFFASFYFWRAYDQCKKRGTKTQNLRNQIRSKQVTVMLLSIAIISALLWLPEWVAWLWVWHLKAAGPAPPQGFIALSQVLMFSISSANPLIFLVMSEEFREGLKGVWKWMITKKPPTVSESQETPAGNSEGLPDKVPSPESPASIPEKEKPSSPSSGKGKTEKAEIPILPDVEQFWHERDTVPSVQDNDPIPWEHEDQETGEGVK
MITF inh = inhibitors of human MITF; O75030; AlphaScreen MITF homodimerization, bead proximity signal; inhibition, % at 2.6 µM; 0.91% of 650,000 active; AID 1259374; in the data active = inhibition above about 50%;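 note: 0% = vehicle wells with protein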
Target sequence (O75030 whole entry, looked up): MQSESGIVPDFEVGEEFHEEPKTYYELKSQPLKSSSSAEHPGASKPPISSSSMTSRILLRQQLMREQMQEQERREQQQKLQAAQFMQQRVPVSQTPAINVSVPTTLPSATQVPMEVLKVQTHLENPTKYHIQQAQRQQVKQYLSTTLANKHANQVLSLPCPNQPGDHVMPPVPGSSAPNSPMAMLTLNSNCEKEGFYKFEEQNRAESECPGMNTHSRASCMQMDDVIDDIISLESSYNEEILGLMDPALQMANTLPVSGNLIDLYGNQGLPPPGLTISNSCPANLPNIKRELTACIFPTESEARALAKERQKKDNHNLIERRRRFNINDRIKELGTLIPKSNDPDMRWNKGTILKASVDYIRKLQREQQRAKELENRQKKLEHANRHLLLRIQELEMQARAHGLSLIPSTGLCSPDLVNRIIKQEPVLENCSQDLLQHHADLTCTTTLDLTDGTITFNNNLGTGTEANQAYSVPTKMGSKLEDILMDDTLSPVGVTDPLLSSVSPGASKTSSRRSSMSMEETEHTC
TEAD-YAP inh = TEAD-YAP interaction inhibition; HEK-TIYL cells, TEAD-Gal4/YAP UAS-luciferase luminescence; inhibition, % at 9.12 µM; 1.4% of 640,000 active; AID 1259422; in the data active = inhibition above about 32%;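 note: 0% = median of test compound wells and 100% = reference inhibitor wells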
FBW7 act = human FBW7 E3 ligase activation, primary screen; AlphaScreen FBW7–phospho-cyclin E peptide binding, activator screen; Q969H0; AID 1259310; 0.13% of 650,000 active; normalized activity (activation), % at 26.1 µM; in the data active = normalized activity above about 1.9%;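 note: purified mutant Fbw7 with reduced substrate affinity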
* = called active by the depositor.

How did CCOc1ccc(NC(=O)c2ccc(CNS(=O)(=O)c3cccc(OC)c3)cc2)cc1 do in these assays?
GPR151 ag: -1.4; MITF inh: -10; TEAD-YAP inh: 0; FBW7 act: 0.2

What do the screens show for `O=C1C=C(c2ccccc2)OC2(CCCC2)O1`?
GPR151 ag: 0.0; MITF inh: 7; TEAD-YAP inh: 17; FBW7 act: 0.2

Results for COc1ccc(Nc2ncnc3c2cnn3-c2cccc(C)c2)c(OC)c1 ?
GPR151 ag: 2.1; MITF inh: 0; TEAD-YAP inh: -3; FBW7 act: 0.0

Results for O=C1Cn2c(nc3ccccc32)N1c1cccc(C(F)(F)F)c1 ?
GPR151 ag: -0.4; MITF inh: 4; TEAD-YAP inh: 0; FBW7 act: 0.1

How did CCOC(=O)Cn1c(=N)n(CC)c2ccccc21 do in these assays?
GPR151 ag: -0.6; MITF inh: 9; TEAD-YAP inh: 1; FBW7 act: -0.1

How did COCCCNC(=O)/C(C#N)=C/c1ccc(OC(F)F)cc1 do in these assays?
GPR151 ag: -1.1; MITF inh: -7; TEAD-YAP inh: 0; FBW7 act: -0.2

Results for COc1ccccc1/C=C/C1(C(=O)NC2CCCC2)CC(=O)N1c1ccccc1F (stereo not given) ?
GPR151 ag: -0.4; MITF inh: 17; TEAD-YAP inh: 0; FBW7 act: 0.0

How did CCN1C(=O)/C(=C/c2nc3ccccc3c(=O)[nH]2)c2ccccc21 do in these assays?
GPR151 ag: 0.8; MITF inh: 6; TEAD-YAP inh: 2; FBW7 act: 0.1

Results for CCCCNC(=O)CSc1nc2ccc(NC(=O)c3ccc(Br)cc3)cc2s1 ?
GPR151 ag: -0.2; MITF inh: -11; TEAD-YAP inh: -17; FBW7 act: -0.1

How did CCN1CCN(S(=O)(=O)c2ccc(C)cc2)CC1 do in these assays?
GPR151 ag: 1.0; MITF inh: -1; TEAD-YAP inh: 2; FBW7 act: -0.1

What do the screens show for `COc1ccc(NC(=O)Cc2nc(-c3ccc([N+](=O)[O-])cc3)cs2)cc1`?
GPR151 ag: 2.0; MITF inh: 4; TEAD-YAP inh: -8; FBW7 act: -0.2

Results for CCOC(=O)CSc1nnc(NC(=O)C(CC)CC)s1 ?
GPR151 ag: -0.9; MITF inh: 7; TEAD-YAP inh: 0; FBW7 act: 0.0

How did COc1cc(/C(C)=N/NC(=S)Nc2ccccc2)cc(OC)c1OC do in these assays?
GPR151 ag: 0.3; MITF inh: -8; TEAD-YAP inh: -3; FBW7 act: -0.2

How did O=C(c1nn2c(c1Cl)NC(c1ccco1)CC2C(F)(F)F)N1CCSCC1 (stereo not given) do in these assays?
GPR151 ag: 0.1; MITF inh: 18; TEAD-YAP inh: 9; FBW7 act: 0.1

Results for CCn1nc(C)c(NC(=S)Nc2cc(Cl)ccc2OC)c1C ?
GPR151 ag: 0.4; MITF inh: -2; TEAD-YAP inh: -6; FBW7 act: -0.1

What do the screens show for `Cc1ccc(CN(C(=O)c2ccc(Cl)c([N+](=O)[O-])c2)C2CCS(=O)(=O)C2)o1` (stereo not given)?
GPR151 ag: 1.4; MITF inh: 1; TEAD-YAP inh: 9; FBW7 act: 0.1

Results for COc1ccc(C2=CC(c3ccccc3Cl)NC(=S)N2)cc1 (stereo not given) ?
GPR151 ag: 0.4; MITF inh: 23; TEAD-YAP inh: 9; FBW7 act: 0.0

Results for O=S1(=O)N=C(Nc2cc(Cl)ccc2Cl)c2ccccc21 ?
GPR151 ag: 0.9; MITF inh: -4; TEAD-YAP inh: -2; FBW7 act: -0.2

Results for Cc1cc(C)n(-c2nncn2/N=C/c2ccccc2Br)n1 ?
GPR151 ag: 0.3; MITF inh: 17; TEAD-YAP inh: -2; FBW7 act: 0.0

Results for O=S(=O)(c1cccs1)N1CCc2nc(-c3ccncc3)nc(N3CCOCC3)c2C1 ?
GPR151 ag: 1.5; MITF inh: 12; TEAD-YAP inh: -9; FBW7 act: 0.1

What do the screens show for `NS(=O)(=O)c1ccc(CCn2c(SCc3c(F)cccc3F)nc3ccccc3c2=O)cc1`?
GPR151 ag: -1.0; MITF inh: -27; TEAD-YAP inh: -7; FBW7 act: 0.0

How did O=C(Nc1ccc(F)cc1)C1CC(=O)N(Cc2ccc(Cl)cc2)C(=Nc2ccccc2)S1 (stereo not given) do in these assays?
GPR151 ag: 0.6; MITF inh: -1; TEAD-YAP inh: 5; FBW7 act: 0.0

How did Cc1ccc(OCCSc2ncn[nH]2)cc1 do in these assays?
GPR151 ag: -6.5; MITF inh: -4; TEAD-YAP inh: -16; FBW7 act: -0.1

Results for O=C(CNC(=O)C1CCCCC1)OCc1cc(=O)oc2cc3c(cc12)CCC3 ?
GPR151 ag: -0.4; MITF inh: -3; TEAD-YAP inh: 3; FBW7 act: 0.0

Grouped by structure: those above containing bromine (2)
Results for CCCCNC(=O)CSc1nc2ccc(NC(=O)c3ccc(Br)cc3)cc2s1 ?
GPR151 ag: -0.2; MITF inh: -11; TEAD-YAP inh: -17; FBW7 act: -0.1

Results for Cc1cc(C)n(-c2nncn2/N=C/c2ccccc2Br)n1 ?
GPR151 ag: 0.3; MITF inh: 17; TEAD-YAP inh: -2; FBW7 act: 0.0

The list goes on:
How did COc1nn(C(C)C(=O)NNC(=S)NC2CCCCC2)cc1[N+](=O)[O-] (stereo not given) do in these assays?
GPR151 ag: 0.1; MITF inh: 19; TEAD-YAP inh: -3; FBW7 act: 0.2

What do the screens show for `COc1ccc(CC(=O)NC(=S)N2CCOCC2)cc1`?
GPR151 ag: 0.6; MITF inh: 9; TEAD-YAP inh: -5; FBW7 act: -0.1

How did CC(=O)Oc1ccc(N2C(=O)c3ccc(C(=O)Nc4ccc(C(=O)O)cc4)cc3C2=O)cc1 do in these assays?
GPR151 ag: 1.5; MITF inh: 12; TEAD-YAP inh: 4; FBW7 act: 0.3

What do the screens show for `CN(C(=O)c1cc2cc(Br)ccc2oc1=O)C1CCCCC1`?
GPR151 ag: -0.9; MITF inh: 8; TEAD-YAP inh: -4; FBW7 act: 0.0

What do the screens show for `CC(=O)C1=NN(c2ccccc2C)C2C(=O)N(c3ccc(Br)cc3)C(=O)C12` (stereo not given)?
GPR151 ag: -1.5; MITF inh: 5; TEAD-YAP inh: -6; FBW7 act: -0.1

What do the screens show for `O=C(NCCC1=CCCCC1)C1CC12CCN(Cc1ccsc1)CC2` (stereo not given)?
GPR151 ag: -1.0; MITF inh: -17; TEAD-YAP inh: -4; FBW7 act: 0.0

Results for COc1ccc(CNC(=O)CCNS(=O)(=O)c2ccc3c(c2)oc(=O)n3C)cc1 ?
GPR151 ag: -0.9; MITF inh: 7; TEAD-YAP inh: 1; FBW7 act: 0.2

Results for Nc1nnc(CCOCCc2nnc(N)s2)s1 ?
GPR151 ag: -0.8; MITF inh: 0; TEAD-YAP inh: 0; FBW7 act: 0.1

How did C/C(=N\NC(=O)c1cccs1)c1cccc(N)c1 do in these assays?
GPR151 ag: -1.4; MITF inh: 9; TEAD-YAP inh: -79; FBW7 act: 0.0

Results for COc1ccc2c(c1)C(OC(C)=O)C(C)(C)C(c1ccc3c(c1)OCO3)N2 (stereo not given) ?
GPR151 ag: 0.5; MITF inh: -8; TEAD-YAP inh: -7; FBW7 act: 0.0

Results for CN1C(=O)C(C)(C)COc2ccc(NC(=O)c3ccccc3Br)cc21 ?
GPR151 ag: -0.9; MITF inh: 8; TEAD-YAP inh: -1; FBW7 act: 0.4

Results for CCCSc1nnc2c(n1)OC(c1cc(Br)c(O)c(OC)c1)Nc1ccccc1-2 (stereo not given) ?
GPR151 ag: 0.6; MITF inh: 8; TEAD-YAP inh: -30; FBW7 act: 0.2

How did O=[N+]([O-])c1ccc(Oc2cccc3cccnc23)c([N+](=O)[O-])c1 do in these assays?
GPR151 ag: -1.1; MITF inh: 10; TEAD-YAP inh: 29; FBW7 act: -0.3

Results for CCOC(=O)N1CCC(NC(=O)C2CC23CCN(C(=O)C2=CCCC2)CC3)CC1 (stereo not given) ?
GPR151 ag: 0.8; MITF inh: 19; TEAD-YAP inh: -2; FBW7 act: 0.8

What do the screens show for `COc1cccc(NC(=O)CNC(=O)c2nn(-c3ccc(OC)cc3OC)c(=O)c3ccccc23)c1`?
GPR151 ag: 0.0; MITF inh: 18; TEAD-YAP inh: 7; FBW7 act: 0.2

What do the screens show for `OC(CN1CCCCC1)Cn1c2ccccc2c2ccccc21` (stereo not given)?
GPR151 ag: 0.8; MITF inh: 12; TEAD-YAP inh: -3; FBW7 act: 0.0

Results for NS(=O)(=O)c1ccc(CCNc2ncnc3sccc23)cc1 ?
GPR151 ag: -1.6; MITF inh: 2; TEAD-YAP inh: 32; FBW7 act: 0.1

What do the screens show for `Cc1ccc(-c2c(NCc3ccc(Cl)cc3)c(=O)c2=O)cc1`?
GPR151 ag: -0.4; MITF inh: -4; TEAD-YAP inh: -13; FBW7 act: -0.2

What do the screens show for `COc1ccc(C2CC(=O)C3=C(C2)Nc2ccccc2NC3c2cc(F)ccc2F)cc1` (stereo not given)?
GPR151 ag: -0.5; MITF inh: 6; TEAD-YAP inh: -8; FBW7 act: 0.1

What do the screens show for `O=C1OC(c2cccc([N+](=O)[O-])c2)=N/C1=C/c1cccc(Cl)c1`?
GPR151 ag: -0.1; MITF inh: 4; TEAD-YAP inh: -6; FBW7 act: 0.7

Results for CCOc1ccc(NC=C2C(=O)OC3(CCCCC3)OC2=O)cc1 ?
GPR151 ag: -1.5; MITF inh: 5; TEAD-YAP inh: 18; FBW7 act: 0.0

What do the screens show for `O=C(c1ccc(Cl)cc1)N1CCN(c2ccc(F)cc2)CC1`?
GPR151 ag: 0.6; MITF inh: 14; TEAD-YAP inh: -1; FBW7 act: 0.6

What do the screens show for `O=S(=O)(c1cccc(Br)c1)N1CCNCC1`?
GPR151 ag: 1.6; MITF inh: 4; TEAD-YAP inh: 2; FBW7 act: -0.1

What do the screens show for `Cc1ccc(S(=O)(=O)N2CCCC2CNC(=O)C(=O)Nc2ccccc2Cl)cc1` (stereo not given)?
GPR151 ag: -1.3; MITF inh: -3; TEAD-YAP inh: 8; FBW7 act: -0.2

Ordered by SMILES length (rising): part of the list above
Results for O=C(CNC(=O)C1CCCCC1)OCc1cc(=O)oc2cc3c(cc12)CCC3 ?
GPR151 ag: -0.4; MITF inh: -3; TEAD-YAP inh: 3; FBW7 act: 0.0

How did COc1nn(C(C)C(=O)NNC(=S)NC2CCCCC2)cc1[N+](=O)[O-] (stereo not given) do in these assays?
GPR151 ag: 0.1; MITF inh: 19; TEAD-YAP inh: -3; FBW7 act: 0.2

What do the screens show for `Cc1ccc(CN(C(=O)c2ccc(Cl)c([N+](=O)[O-])c2)C2CCS(=O)(=O)C2)o1` (stereo not given)?
GPR151 ag: 1.4; MITF inh: 1; TEAD-YAP inh: 9; FBW7 act: 0.1

Following part.
What do the screens show for `Cc1c(NC(=O)COc2cccc(Br)c2)c(=O)n(-c2ccccc2)n1C`?
GPR151 ag: 0.7; MITF inh: 2; TEAD-YAP inh: 5; FBW7 act: -0.2

Results for CCOc1ccc2c(=O)c(-c3ccc(OC)c(OC)c3)c(C(F)(F)F)oc2c1 ?
GPR151 ag: -0.6; MITF inh: 14; TEAD-YAP inh: 8; FBW7 act: 0.0

What do the screens show for `CC(C)[C@H](NS(=O)(=O)c1ccccc1)C(=O)Nc1nccs1`?
GPR151 ag: 1.0; MITF inh: -1; TEAD-YAP inh: 7; FBW7 act: -0.1

Results for Cc1ccc(C23CC4CC(CC(NC(=O)NCCCN5CCOCC5)(C4)C2)C3)cc1 ?
GPR151 ag: 1.1; MITF inh: 6; TEAD-YAP inh: 4; FBW7 act: 0.1

Results for c1ccc2sc(COc3ncnc4ccccc34)nc2c1 ?
GPR151 ag: -0.9; MITF inh: -1; TEAD-YAP inh: -6; FBW7 act: 0.3

Results for COc1ccc(-n2ccnc2SCC(=O)N2CCCc3ccccc32)cc1 ?
GPR151 ag: 4.6; MITF inh: 4; TEAD-YAP inh: 8; FBW7 act: -0.1

What do the screens show for `CC(=O)c1cccc(NC(=O)Nc2cc(C(F)(F)F)ccc2F)c1`?
GPR151 ag: 1.1; MITF inh: -10; TEAD-YAP inh: 4; FBW7 act: 0.0

Results for Cc1oc(-c2cccs2)nc1CN1CCN(CC2CCCCC2)C(CCO)C1 (stereo not given) ?
GPR151 ag: -0.2; MITF inh: -10; TEAD-YAP inh: 2; FBW7 act: -0.1

How did COC(=O)N(c1ccc(Cl)cc1)c1nc(C)cc(C)n1 do in these assays?
GPR151 ag: 0.0; MITF inh: 15; TEAD-YAP inh: 2; FBW7 act: 0.3

How did NNc1ccc2nnc(C(F)(F)C(F)(F)C(F)(F)F)n2n1 do in these assays?
GPR151 ag: 0.1; MITF inh: 5; TEAD-YAP inh: 9; FBW7 act: 1.9*

Results for CN(C)CCCNC(=O)/C(=C/c1ccccc1)c1ccccc1 ?
GPR151 ag: -0.6; MITF inh: -12; TEAD-YAP inh: -5; FBW7 act: 0.0

Results for O=Cc1cccc(OCCCn2cnc3ccccc32)c1 ?
GPR151 ag: 1.8; MITF inh: 66*; TEAD-YAP inh: 14; FBW7 act: -0.3

How did CN1CCCC2(CCCN(C(=O)CCc3nnc(Cc4ccc5c(c4)OCO5)o3)C2)C1 (stereo not given) do in these assays?
GPR151 ag: 2.4; MITF inh: -12; TEAD-YAP inh: -4; FBW7 act: 0.1

From PubChem BioAssay
